# TNAP act hiacc: increases human TNAP activity under high phosphate acceptor concentration; P05186; purified TNAP, CDP-star luminescence, 1 M DEA, 30 min; hits give high values; 0 = EDTA background, 1 = DMSO-only activity; activation factor at 20 µM; 200,000 tested, under 10 active; AID 1136;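 active = activation factor at least 2 at 20 µM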
# Target sequence (P05186 whole entry, looked up): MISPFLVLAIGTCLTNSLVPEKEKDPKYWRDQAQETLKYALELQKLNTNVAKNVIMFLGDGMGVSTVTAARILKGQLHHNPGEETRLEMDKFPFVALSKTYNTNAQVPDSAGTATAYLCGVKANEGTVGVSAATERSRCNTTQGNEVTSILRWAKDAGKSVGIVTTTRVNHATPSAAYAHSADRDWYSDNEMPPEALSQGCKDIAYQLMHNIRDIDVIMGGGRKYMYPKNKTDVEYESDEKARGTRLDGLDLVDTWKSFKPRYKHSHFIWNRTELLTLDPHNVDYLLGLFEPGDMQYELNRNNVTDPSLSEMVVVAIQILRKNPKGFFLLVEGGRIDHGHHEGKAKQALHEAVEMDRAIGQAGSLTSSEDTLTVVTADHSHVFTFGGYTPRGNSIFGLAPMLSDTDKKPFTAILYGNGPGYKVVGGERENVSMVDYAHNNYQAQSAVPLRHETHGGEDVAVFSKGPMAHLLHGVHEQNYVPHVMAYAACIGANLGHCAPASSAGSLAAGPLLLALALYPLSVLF
#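 Dosing: 20 µM single point. System: human TNAP. Amount: TNAP 1/800 final. Incubation: 30 min, room temperature. Read-out: TNAP activation factor scaled between EDTA and DMSO control wells. Signal: luminescence from CDP-star hydrolysis. Medium: 1 M DEA, pH 9.8, Mg2+, Zn2+. Control set: EDTA negative control, DMSO positive control.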
# Diaph act CS: counter-screen for diaphorase-based assays: diaphorase activators and chemical reducers | Diaphorase/resazurin coupled assay, resorufin fluorescence, 16 min; hits give high values; 1 = vehicle wells, 0 = NADH-free wells | activation factor at 20 µM | 0.005% of 190,000 active | AID 1229;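 active = diaphorase activity raised at least twofold by the compound at 20 µM; inactive = activation factor below 2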
#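 test system = bacterial diaphorase enzyme (C. kluyveri) | quantity = enzyme 0.07 U/mL final | reagent = NADH substrate 0.114 mM plus resazurin dye 0.1 mM, final | incubation = 16 min enzyme reaction, ambient temperature | buffer or medium = HEPES pH 7.4 buffer with MgCl2 and Tween 20 | signal = fluorescence of resorufin, 544 nm excitation, 590 nm emission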
# PMI act: increases human mannose-6-phosphate isomerase activity | purified human PMI, coupled resazurin fluorescence, 20 min; hits give high values; 1 = vehicle control, 0 substrate-free wells | 0.005% of 190,000 active | activation factor at 20 µM | AID 1214 | P34949;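 active = activation factor of 2 or more at 20 µM, relative to plate controls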
# G6PDH CS: L. mesenteroides G6PDH inhibition counter-screen; Purified L. mesenteroides G6PDH, diaphorase/resazurin coupled fluorescence, 45 min; inhibition, % at 5 µM; 0.12% of 200,000 active; AID 1020; in the data active = inhibition above about 50%
# TNAP inh hiacc: blocks human TNAP under high phosphate acceptor concentration. inhibition, % at 20 µM. P05186. 0.03% of 200,000 active. AID 1135. purified TNAP, CDP-star luminescence, 1 M DEA;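 active = over 50% inhibition of tissue-nonspecific alkaline phosphatase at 20 µM in the single-dose screen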;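 also: plate controls were DMSO wells for no effect and EDTA-quenched wells as full inhibition for full effect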
# PMI act hi M6P: activators of human phosphomannose isomerase at near-saturating mannose 6-phosphate | P34949 | coupled PMI enzyme assay, resazurin fluorescence, 20 min; hits give high values; 1 = untreated enzyme, 0 = substrate-free blank | activation factor at 20 µM | 0.34% of 190,000 active;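 active = activation factor of 2 or more at 20 µM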
#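 Technique: Diaphorase-driven resazurin-to-resorufin fluorescence, excitation 544, emission 590 nm | Assay system: Human PMI in coupled enzyme assay | Times: Enzyme reaction with compound 20 min at room temperature | Medium: HEPES-buffered pH 7.4 with magnesium and detergent | Reagent: Mannose-6-phosphate 1.0 mM (near-saturating) plus 0.22 mM NADP+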
# Diaphorase inh: diaphorase inhibition or chemical oxidation counter-screen. diaphorase resazurin-to-resorufin fluorescence, NADH, 16 min; bacterial (C. kluyveri) enzyme, not human. inhibition, % at 20 µM. 0.69% of 190,000 active. AID 1217;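 active = primary screen inhibition at 20 µM above a set limit, cut at about 50% in these data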;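 also: plate controls were DMSO with full reaction for no effect and wells lacking NADH for full effect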
#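 Assay system – diaphorase enzyme from Clostridium kluyveri · Amount – diaphorase 0.14 U/mL (working solution) · Times – reaction incubation of 16 min at room temperature · Controls – No-NADH positive control and DMSO neutral control · Signal – resorufin fluorescence 544/590 nm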
# FLuc stim CS: firefly luciferase counter-screen for stimulation assays; P08659; ATPlite luciferase biochemical, luminescence, 10 min; 0 = ATP-free wells, 1 = DMSO control; activation factor at 10 µM; 200,000 tested, under 10 active;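 active = luciferase activation factor, scaled between plate controls, of at least 2 with compound at 10 µM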
# Target sequence (P08659 whole entry, looked up): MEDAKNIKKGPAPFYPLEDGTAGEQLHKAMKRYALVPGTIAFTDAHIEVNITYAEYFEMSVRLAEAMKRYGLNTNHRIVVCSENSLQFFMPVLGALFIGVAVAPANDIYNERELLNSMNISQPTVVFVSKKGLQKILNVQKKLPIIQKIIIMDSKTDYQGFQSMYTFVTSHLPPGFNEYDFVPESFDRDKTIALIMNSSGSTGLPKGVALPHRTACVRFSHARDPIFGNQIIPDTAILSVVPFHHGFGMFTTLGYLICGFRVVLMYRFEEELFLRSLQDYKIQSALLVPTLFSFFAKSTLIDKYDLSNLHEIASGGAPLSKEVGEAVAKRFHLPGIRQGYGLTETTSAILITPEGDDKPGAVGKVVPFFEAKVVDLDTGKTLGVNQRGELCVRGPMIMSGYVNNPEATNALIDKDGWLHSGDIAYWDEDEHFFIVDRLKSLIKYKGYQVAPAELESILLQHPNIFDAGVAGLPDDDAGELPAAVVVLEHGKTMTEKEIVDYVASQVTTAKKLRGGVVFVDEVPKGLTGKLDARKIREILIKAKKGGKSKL
#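 Material: Luciferase/luciferin reagent mix; Doses: test compounds dosed from 2 mM stocks in 100% DMSO; Schedule: 10 min incubation after luciferase reagent addition, room temperature; Measured by: luminescence from luciferase reaction; Read-out: luminescence gain marking luciferase activators.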
# TNAP inh noacc: TNAP (human) inhibition, acceptor-free conditions; purified TNAP, CDP-star luminescence, 30 min; inhibition, % at 20 µM; 0.26% of 200,000 active;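 active = tissue-nonspecific alkaline phosphatase inhibition above about 50% at 20 µM in the single-dose screen, limit read from the data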;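 also: 0% = DMSO negative control and 100% = EDTA positive control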
# Efa HMGR inh: E. faecalis class II HMG-CoA reductase inhibition | purified E. faecalis HMGR, NADPH absorbance 340 nm kinetic | inhibition, % at 10 µM | 0.41% of 190,000 active;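 active = inhibition above a set limit, the median over all tested compounds plus 3 SD, cut at about 9.5% in these data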;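 also: enzyme runs in reverse so mevalonate oxidation gives rising NADPH absorbance; 0% = complete reaction with DMSO and 100% = background rate lacking mevalonate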
# * hit, by the source's call; nt = no result given.
SMILES,TNAP act hiacc,Diaph act CS,PMI act,G6PDH CS,TNAP inh hiacc,PMI act hi M6P,Diaphorase inh,FLuc stim CS,TNAP inh noacc,Efa HMGR inh
Cn1c2ccccc2c2cnn(CC(=O)O)c(=O)c21,1,0.9,1,6,-1,1,12,1.1,-12,2
COc1ccc(/C=C/C(=O)Nc2nonc2NC(C)=O)cc1,1,1,1,-12,-2,1.1,5,1,-2,-8
O=C(NCN1C(=O)C2C3C=CC(C3)C2C1=O)Nc1ccccc1O (configuration not stated),1,0.9,0.9,10,3,0.7,9,0.9,-5,-7
Cc1ccc(NC(=O)CCS(=O)(=O)c2ccccc2)cc1S(=O)(=O)N1CCOCC1,1,1,1,9,-4,1,4,1,-10,-1
Cc1ccc(C(=O)CSc2nnc(-c3cccs3)n2C)o1,1.1,0.9,1.1,1,-7,1,9,1.1,2,2
O=C(COC(=O)CSc1ccc2ccccc2c1Br)NC1CC1,1,0.9,1,2,-4,1,5,1.1,-2,-4
COc1cccc(-c2ccc(=O)n(CC(=O)Nc3ccc(S(=O)(=O)NCC(C)C)cc3)n2)c1,1,0.8,0.9,2,-2,0.9,18,1,-4,-1
COc1ccc(C(=O)Nc2ccc3oc(Cc4ccc(Cl)cc4)nc3c2)cc1OC,1.1,0.8,0.9,-2,-10,1,23,1.1,-18,0
Cc1cccc(C(=O)N2CCCN(C(=O)c3cccc(C)c3)CC2)c1,1,0.9,1,2,0,1,10,1,0,nt
COc1ccc(C(=O)NC(=S)N2CC(C)OC(C)C2)cc1 (configuration not stated),1.1,0.9,1.1,2,-5,1,10,1.1,-19,-2
CCOc1cc(N2CCOCC2)c(OCC)cc1NC(=O)COC(=O)c1ccccc1C,1,1,1,-4,-4,0.9,5,1,-10,1
Cn1c(SCC(=O)c2ccc3c(c2)Cc2ccccc2-3)nnc1-c1cccc(N)c1,1,0.9,1,7,-3,1,11,0.9,-7,-5
CCN(CC)S(=O)(=O)c1cccc(-c2nnc(SCC(=O)NC)n2N)c1,1,1.1,1.1,4,0,1,-5,1,-5,-6
CS(=O)(=O)c1ccc(Sc2nc3ccccc3s2)c([N+](=O)[O-])c1,1,0.9,0.9,-12,2,1,5,1,-3,-2
CC1(C)Cc2c(sc(/N=C/N3CCCCCC3)c2C#N)C(C)(C)N1,1,1.1,1.1,13,-4,1,-12,1,10,2
Cc1ccc(S(=O)(=O)Nc2ccnc3ccccc23)cc1,1,0.9,1,5,0,1,8,1,-9,-4
O=C(CN1CCN(c2ccccc2)CC1)Nc1ccc2c(c1)CCC2,1.1,1,1,-6,-11,0.9,4,1,-33,-2
c1ccc(-c2nc(N3CCOCC3)c3ccccc3n2)nc1,1,1.1,0.8,10,-1,0.8,-10,1,1,0
CCN(CC)S(=O)(=O)c1ccc(N2CCOCC2)c(NC(=O)c2cnccn2)c1,1,0.9,1,4,-1,1,11,1,1,-3
COc1ccc([N+](=O)[O-])cc1NC(=O)CCN1CCN(CCO)CC1,1,0.9,1,-7,-2,0.9,13,1.1,-10,-4
Nc1ncc(-c2cc3ccccc3oc2=O)s1,1,0.7,0.8,18,-4,0.8,28,0.7,-12,-3
O=C(O)C1CCN(c2ccccc2[N+](=O)[O-])CC1,1,1,1.1,6,1,1.1,3,1.1,-2,-5
O=S(=O)(NCc1ccco1)c1ccc(S(=O)(=O)N2CCCCC2)cc1,1,0.9,1,-4,-3,1,10,1.1,-11,-6
O=C(O)c1cc(NC(=O)C2CCCO2)cc(NC(=O)C2CCCO2)c1 (configuration not stated),1.1,1,1,-2,-8,1,4,1.1,-14,1
O=C(CCSc1nnc(-c2ccncc2)o1)Nc1cccc(Cl)c1,1.1,0.8,1,3,-6,1,20,1.1,-8,3
C=CCOn1c(C)c(C(C)=O)c2c3no[n+]([O-])c3ccc21,1,1,1.1,1,-2,1.1,2,1.1,-10,-3
CN(c1ccccc1C(=O)NCC1CCCO1)S(C)(=O)=O (configuration not stated),1,0.8,0.9,20,1,0.9,17,1.1,-10,1
COc1cccc(NS(=O)(=O)c2ccc(S(=O)(=O)N3CCOCC3)cc2)c1,1.1,0.8,1,2,-8,0.9,15,1.1,-10,1
CC(C)c1ccc(/C=C2\CC/C(=C\C=N\N(C)C)C2=O)cc1,0.9,0.9,1,9,10,1,9,0.8,12,-4
CC(C)(C)c1ccc(C(=O)N/N=C2\C3CN4CCN(C3)CC2(c2ccccc2)C4)cc1,1,0.9,1,8,0,1,8,1.1,-18,-2

# Random excerpt: 2 records from the list
SMILES,TNAP act hiacc,Diaph act CS,PMI act,G6PDH CS,TNAP inh hiacc,PMI act hi M6P,Diaphorase inh,FLuc stim CS,TNAP inh noacc,Efa HMGR inh
O=C(O)c1cc(NC(=O)C2CCCO2)cc(NC(=O)C2CCCO2)c1 (configuration not stated),1.1,1,1,-2,-8,1,4,1.1,-14,1
Cc1ccc(S(=O)(=O)Nc2ccnc3ccccc23)cc1,1,0.9,1,5,0,1,8,1,-9,-4

# Next entries.
SMILES,TNAP act hiacc,Diaph act CS,PMI act,G6PDH CS,TNAP inh hiacc,PMI act hi M6P,Diaphorase inh,FLuc stim CS,TNAP inh noacc,Efa HMGR inh
Oc1ccc2ccccc2c1CNn1cnnc1,1,0.9,1,28,-1,1,7,1.1,1,-3
CN1N=C(c2ccc(F)c(F)c2)CSC1=NCc1ccccc1,1,0.9,0.9,2,-4,0.9,13,0.9,-26,-5
CCn1c(C)nc2cc(S(=O)(=O)N3CCCCC3)ccc21,1.1,1.1,1.1,5,-6,1.1,-7,1,-15,-2
O=C(Cn1c(=O)sc2ccccc21)NCc1ccco1,1.1,0.8,0.9,12,-7,0.7,21,1.1,-2,1
OC(CNCC#Cc1ccccc1)c1ccccc1 (configuration not stated),1.1,1,1,6,-5,1.1,3,1.1,-8,2
O=C(NCc1ccco1)C(c1ccccc1)N(Cc1ccccc1)C(=O)Cn1nnc2ccccc21 (configuration not stated),1,0.9,1,4,-2,1,9,1.1,-9,5
CCc1sc(N(C(=O)Cc2ccccc2)c2cccc(F)c2)nc1-c1ccc(C)cc1,1,0.8,0.8,-5,-2,0.9,16,1.1,-6,-3
Cc1ccc(C(=O)NNC(=S)Nc2cccc(Cl)c2Cl)cc1[N+](=O)[O-],1,1.1,1.1,1,-3,1.2,-6,1,-5,0
CCc1[nH]nc(C(=O)N2CCCC(CNS(=O)(=O)c3cccs3)C2)c1C (configuration not stated),1,0.9,1,6,-4,1,8,1,62*,-2
COc1cc(NC(=O)c2ccc(F)cc2)c(OC)cc1Cl,1,1,0.9,5,-4,0.9,1,1.1,-8,-2
O=C(COc1ccccc1[N+](=O)[O-])Nc1ccccc1N1CCCC1,1,0.7,0.9,6,2,0.8,32,1,-1,-3
COc1ccc(OC)c(-c2csc(NC(=O)C3c4ccccc4Oc4ccccc43)n2)c1,1,0.8,0.8,3,0,0.9,15,1,-17,0
Cc1cc(C)n2cc(CSc3ncn[nH]3)nc2n1,1,0.9,1.1,7,-3,1.1,10,1.1,6,5
CCO[C@H]1OC(C(=O)N2CCOCC2)=C[C@@H](c2coc3ccccc3c2=O)[C@@H]1CCCO,1,0.8,1,10,-4,1,15,1.1,-4,3
Cn1nnnc1SCC(=O)Nc1nc2ccccc2s1,1.1,0.9,0.9,2,-8,1.1,15,1.1,-11,-1
Cc1ccccc1OCCNC(=S)Nc1ccccc1,1,0.9,0.9,12,0,0.9,11,1,-3,3
S=C(Nc1ccc(Br)cc1)NC1CCCCC1,1,0.7,1,3,-2,1,29,0.8,-12,3
O=C(NCCC1=CCCCC1)C(=O)NCC1OCCCN1S(=O)(=O)c1ccccc1 (configuration not stated),1,0.9,0.9,11,2,0.8,11,1,-14,1
CC(C)(C)OC(=O)NNC(=O)C12CC3CC(CC(C3)C1)C2,1,1,0.9,-1,-2,1,2,1,-11,-1
CCCOC(=O)Nc1ccc(S(=O)(=O)Nn2cnnc2)cc1,1,0.8,1.1,5,-4,1.1,19,1.1,-15,-3
Oc1ccc(NCc2cccc(OCc3ccc(F)cc3)c2)cc1,1,0.8,0.8,25,-4,0.5,23,1,2,0
Cc1cccc(-n2c(CNC(=O)c3cccc([N+](=O)[O-])c3C)n[nH]c2=S)c1,1.1,0.8,1,2,-5,1,18,1,-206,0
CCN(CC(=O)NCc1cccs1)C(=O)c1ccccc1F,1,0.9,0.9,5,2,0.9,7,1,-8,-3
O=c1[nH]nc(CNc2ccc(OC(F)(F)F)cc2)c2ccccc12,1,0.9,1,-2,1,1,7,1,-9,-1
O=S(=O)(c1ccc(Oc2ccc(S(=O)(=O)N(CCO)CCO)cc2)cc1)N(CCO)CCO,1,0.9,1.1,0,-3,1,10,1,-9,3
Cc1ccccc1Oc1nnc(-c2cccs2)c2ccccc12,1,0.9,0.9,-18,-1,0.9,11,1,-15,-2
CC(Sc1ccc(Cl)cc1)C(=O)NCc1cccnc1 (configuration not stated),1,1,1.1,-1,0,1.1,-1,1,-7,-4
O=C(NCc1ccco1)C1c2ccccc2Oc2ccccc21,1,1,1.1,9,-1,1,2,1,-8,-8
Cc1cc(NC(=O)CSc2nnc(C(C)N(C)C)n2Cc2ccccc2)no1 (configuration not stated),1.1,0.9,1,4,-6,1,10,1.1,-3,-1
COc1ccc(O)c(CNn2c(-c3ccc(Br)cc3)nc3ccccc3c2=O)c1,1,0.9,0.9,14,-3,0.9,8,1,-4,-3
Cc1ccsc1C(=O)OCC(=O)Nc1sccc1C(N)=O,1,0.8,1,-7,-4,1,18,0.9,-14,1
CCOc1ccc(NS(=O)(=O)c2cnc(Cl)c(Cl)c2)cc1,1,0.8,0.9,2,1,0.9,17,1,-1,2
CCn1cc(C(=O)NCCCOC)c(=O)c2cc(S(=O)(=O)N(C)C3CCCCC3)ccc21,1,0.7,0.8,-22,-2,0.9,26,1.1,-16,4

# Full records, quoted from the list:
# O=C(COC(=O)CSc1ccc2ccccc2c1Br)NC1CC1 across the screens: TNAP act hiacc: 1; Diaph act CS: 0.9; PMI act: 1; G6PDH CS: 2; TNAP inh hiacc: -4; PMI act hi M6P: 1; Diaphorase inh: 5; FLuc stim CS: 1.1; TNAP inh noacc: -2; Efa HMGR inh: -4
# COc1ccc(/C=C/C(=O)Nc2nonc2NC(C)=O)cc1 across the screens: TNAP act hiacc: 1; Diaph act CS: 1; PMI act: 1; G6PDH CS: -12; TNAP inh hiacc: -2; PMI act hi M6P: 1.1; Diaphorase inh: 5; FLuc stim CS: 1; TNAP inh noacc: -2; Efa HMGR inh: -8

# Screening data from PubChem BioAssay.

# Not a hit list; 1.7% or so of the library scored in one or more.
